Screens (PubChem BioAssay)
Neddyl block: inhibitors of human cullin neddylation. P61081+Q13564. calls only at 25 µM. TR-FRET cullin neddylation, biochemical. 0.58% of 360,000 active. AID 651699; in the data active = inhibition above about 36%
MT1-MMP act inh: inhibitors of human MT1-MMP activation. HT1080 RFP-PRO-GFP cells, GFP/RFP ratio fluorescence, overnight; percent of plate control window, DMSO zero. GFP/RFP ratio change, % at 20 µM. 0.061% of 360,000 active. AID 651647;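 active = GFP/RFP ratio change of at least 30% with cell ATP level not reduced by more than half and red fluorescence within 50% of control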; note: strong numbers were not always called active
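Material: RFP-PRO-GFP reporter HT1080 cells. Dosing: single-point 20 µM compound, 1% DMSO. Controls: DMSO and RFP-L50D-GFP cell wells. Timing: cells overnight before dosing, compound overnight, 37 °C, 5% CO2. Measure: GFP/RFP fluorescence ratio.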
MsrA act: activators of bovine methionine sulfoxide reductase A; AID 602163; activation, % at 10.6 µM; purified bovine MsrA, absorbance read-out; 0.3% of 360,000 active; in the data active = activation above about 7.5%;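 note: 0% = vehicle and 100% = reference activator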
Rin1-Abl PPI inh: inhibitors of human Rin1-Abl protein interaction; TR-FRET Rin1/Abl binding, biochemical; inhibition, % at 7.35 µM; 0.4% of 360,000 active; AID 588664; in the data active = inhibition above about 5%, passing the limit was not always enough
E coli Lon inh: inhibits E. coli Lon protease. 0.42% of 360,000 active. AID 602123. purified E. coli Lon protease, fluorescence polarization. P0A9M0. inhibition, % at 7.94 µM; in the data active = inhibition above about 13%, passing the limit was not always enough;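 note: 0% = enzyme with probe and DMSO and 100% = no enzyme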
PABP1 MLLE inh: blocks PAM2 peptide binding to the PABP1 MLLE domain. GST-MLLE / FITC-PAM2 fluorescence polarization. AID 588489. inhibition, % at 20 µM. 0.36% of 360,000 active. P11940; in the data active = inhibition above about 35%, passing the limit was not always enough;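 note: plate controls were DMSO wells with GST-MLLE for no effect and wells lacking GST-MLLE protein for full effect; some results filed as inactive read as strong as hits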
Target sequence (P11940 whole entry, looked up, the tested form may be a part): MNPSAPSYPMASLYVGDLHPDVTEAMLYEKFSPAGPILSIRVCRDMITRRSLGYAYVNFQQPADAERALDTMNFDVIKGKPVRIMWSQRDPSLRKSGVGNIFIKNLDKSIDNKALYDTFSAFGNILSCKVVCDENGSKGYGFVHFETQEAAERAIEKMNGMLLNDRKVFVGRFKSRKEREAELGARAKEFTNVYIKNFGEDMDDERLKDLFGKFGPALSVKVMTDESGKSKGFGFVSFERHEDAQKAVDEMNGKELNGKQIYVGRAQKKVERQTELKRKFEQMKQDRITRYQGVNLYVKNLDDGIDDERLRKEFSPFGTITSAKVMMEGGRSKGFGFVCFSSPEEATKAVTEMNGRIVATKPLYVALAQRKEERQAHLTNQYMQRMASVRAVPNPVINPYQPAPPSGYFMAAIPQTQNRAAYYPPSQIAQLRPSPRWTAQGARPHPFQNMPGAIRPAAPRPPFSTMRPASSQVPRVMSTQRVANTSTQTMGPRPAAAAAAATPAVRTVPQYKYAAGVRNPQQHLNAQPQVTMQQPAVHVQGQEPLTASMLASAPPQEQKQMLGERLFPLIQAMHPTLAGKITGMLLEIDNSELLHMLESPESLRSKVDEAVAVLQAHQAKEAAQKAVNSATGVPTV
CendR NRP1 mod: alters CendR peptide binding to human NRP-1. FAM-RPARPAR peptide binding to NRP-1, fluorescence polarization. 0.85% of 360,000 active. inhibition, % at 25 µM;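 active = inhibition or corrected inhibition above about 18%, plus a signal ratio from 0.5 to 1.5, limit read from the data, passing the limit was not always enough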; note: strong numbers were not always called active
SKN-1 inh: inhibitors of C. elegans SKN-1; AID 624304; C. elegans VP596 Pgst-4::GFP/RFP ratio, acrylamide-induced, 24 h; 0.49% of 360,000 active; inhibition, % at 21.8 µM;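 active = interference check ratio from 0.5 to 1.5 plus GFP to RFP signal ratio inhibition reaching or exceeding a fixed threshold, cut at about 30% in these data, passing the limit was not always enough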; note: some compounds called inactive have numbers as strong as hits
FAS-TE inh: blocks the thioesterase domain of human fatty acid synthase. 0.67% of 360,000 active. AID 602261. recombinant FAS-TE, OMFH fluorogenic substrate, fluorescence endpoint. inhibition, % at 15 µM;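 active = compounds whose normalised, plate-corrected inhibition of enzyme fluorescence in the single-dose primary screen is 50% or more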;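 note: 0% = DMSO with enzyme and 100% = substrate without enzyme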
* hit, by the source's call; i = inactive; / = no result given.

SMILES	Neddyl block	MT1-MMP act inh	MsrA act	Rin1-Abl PPI inh	E coli Lon inh	PABP1 MLLE inh	CendR NRP1 mod	SKN-1 inh	FAS-TE inh
COc1ccc(OC)c(NC2c3ccccc3C(=O)N2c2cccnc2)c1 (configuration not stated)	i	3.0	0.5	1.4	-7.4	2.5	3.3	14.6	-0.1
CCCCc1ccc(C2C3=C(CC(C)(C)CC3=O)NC3=C2C(=O)c2ccccc23)cc1 (configuration not stated)	i	-26.2	-1.9	-2.6	1.4	-39.6	-10.7	5.3	63.4*
O=C(O)CCc1ncc(C(F)(F)F)cc1Cl	i	-6.3	-1.6	-4.3	-5.7	4.2	3.1	11.3	-5.8
Cc1cccc(NC(=O)CCCN2C(=O)c3cccc4cccc(c34)C2=O)c1	i	1.7	-11.4	-1.9	-4.3	5.9	-0.5	8.1	-0.2
COc1cccc2sc(N(C)c3ccccc3)nc12	i	-5.1	-1.8	2.0	-8.1	5.6	9.4	-2.3	8.1
CCc1c(C)sc(NC(=O)c2cnn3cccnc23)c1C#N	i	0.3	-2.9	-0.9	2.4	18.1	3.1	6.0	-4.0
COc1ccc(CN(C)CCCn2cnc(C(=O)Nc3ccc(C)c(C)c3)n2)cc1OC	i	1.7	-2.9	-5.5	-3.9	4.2	0.1	14.3	-3.4
COc1ccccc1NC(=O)C(=O)NNS(=O)(=O)c1ccc2ccccc2c1	i	-0.9	-2.4	-3.1	-0.3	-4.6	-2.8	-0.5	2.9
CN(C)/C=N/C1=C(C#N)C(c2ccc(Br)cc2)c2ccc3ccccc3c2O1 (configuration not stated)	i	-6.1	0.3	0.7	1.8	2.5	2.6	13.6	26.0
OC1COC(O)C(O)C1O (configuration not stated)	i	0.1	-3.8	4.8	-3.6	20.0	7.4	-17.0	-1.7

Record cards, as listed above.
`O=C(O)CCc1ncc(C(F)(F)F)cc1Cl` reads Neddyl block = i; MT1-MMP act inh = -6.3; MsrA act = -1.6; Rin1-Abl PPI inh = -4.3; E coli Lon inh = -5.7; PABP1 MLLE inh = 4.2; CendR NRP1 mod = 3.1; SKN-1 inh = 11.3; FAS-TE inh = -5.8
`CCc1c(C)sc(NC(=O)c2cnn3cccnc23)c1C#N` reads Neddyl block = i; MT1-MMP act inh = 0.3; MsrA act = -2.9; Rin1-Abl PPI inh = -0.9; E coli Lon inh = 2.4; PABP1 MLLE inh = 18.1; CendR NRP1 mod = 3.1; SKN-1 inh = 6.0; FAS-TE inh = -4.0
`CCCCc1ccc(C2C3=C(CC(C)(C)CC3=O)NC3=C2C(=O)c2ccccc23)cc1` (configuration not stated) reads Neddyl block = i; MT1-MMP act inh = -26.2; MsrA act = -1.9; Rin1-Abl PPI inh = -2.6; E coli Lon inh = 1.4; PABP1 MLLE inh = -39.6; CendR NRP1 mod = -10.7; SKN-1 inh = 5.3; FAS-TE inh = 63.4*

Additional records
SMILES	Neddyl block	MT1-MMP act inh	MsrA act	Rin1-Abl PPI inh	E coli Lon inh	PABP1 MLLE inh	CendR NRP1 mod	SKN-1 inh	FAS-TE inh
COc1cccc(NC(=S)NNC(=O)c2ccccc2OC(F)F)c1	i	4.5	6.6	5.9	1.8	28.0	-3.4	-3.1	-5.4
COc1ccc(C2C(C#N)=C(N)Oc3cc(C)[nH]c(=O)c32)cc1OC (configuration not stated)	i	1.6	-3.8	-0.1	-1.2	-5.0	8.3	-1.9	-4.7
CC/C(=N/Nc1ccc(Cl)cc1)c1cnnc(SC)n1	i	2.4	0.5	-1.0	8.8	18.0	7.4	-2.3	-4.5
COC(=O)CCCC1=CC2=C(c3ccccc3)C(=O)C(C)(OC(=O)C3CCCC3)C(=O)C2=CN1CCc1c[nH]c2ccccc12 (configuration not stated)	i	-3.4	1.9	2.9	-6.4	-5.4	-24.2	13.3	-7.5
Cc1cccc(-n2cnc(C(=O)NNC(=S)Nc3ccccc3)c2)n1	i	-0.9	-2.6	-0.9	-8.4	-15.1	4.1	-3.1	-13.4
COc1ccccc1C(=O)NC(=O)COC(=O)c1nc2nc(C)cc(C)n2n1	i	2.8	-3.9	-0.2	0.3	5.5	-2.0	-6.8	-9.6
CC(=O)C1C(C)CC2C3CCC4CC(=O)CCC4(C)C3CCC21C (configuration not stated)	i	2.5	-1.8	-1.0	3.7	-1.5	6.0	17.8	4.5
CCn1cnc2cc(NCc3nc4ccccc4n3Cc3ccccc3)ccc21	i	-3.9	-0.1	-6.7	-2.2	12.5	-8.8	13.9	-0.2
CC(=O)N1CCN(c2ccc(NC(=O)c3ccc(Cl)c([N+](=O)[O-])c3)cc2)CC1	i	-1.1	-3.5	0.6	-4.8	0.6	0.2	4.9	8.6
O=C(NCCCn1ccnc1)/C(=C/c1ccco1)NC(=O)c1cccs1	i	1.6	-8.4	-0.5	-2.7	-1.0	-3.9	11.1	-4.1
S=c1[nH]nc(-c2cc(-c3ccccc3)n[nH]2)n1/N=C/c1ccc(Cl)cc1	i	9.7	-2.4	-1.8	6.0	-117.0	-34.1	18.0	8.2
Cc1nc(C(F)(F)F)ccc1C(=O)Nc1ccccc1F	i	6.0	-6.8	3.1	7.7	-6.9	-17.1	-4.9	-5.3
O=S1(=O)N[C@@H](Cc2ccccc2)COc2cc(N3CCC[C@@H]3CO)ccc21	i	3.5	-3.5	/	-2.5	/	6.4	19.2	-10.8
CCOC(=O)c1cc(-c2ccccc2)n(CC(=O)Nc2ccc(OC)cc2)c1C	i	2.8	-2.4	1.1	-3.8	8.1	2.3	-2.3	-0.6
Cc1ccc(OCC(=O)NN2C(=O)c3ccccc3C2=O)cc1	i	2.7	-1.5	-2.8	-5.9	9.4	-3.4	9.6	-3.3
Cc1ccc(-c2nc3c(c(=O)[nH]c(=O)n3Cc3ccccc3)n2Cc2ccccc2)o1	i	-6.3	-2.2	-0.2	-11.8	-12.9	-11.8	-1.5	10.7
CCC(C)(C)NC(=O)C(c1ccc(OC)cc1)N(C(=O)CCC(=O)Nc1cc(C)on1)c1cccc(F)c1 (configuration not stated)	i	1.5	-8.4	-0.8	-1.4	9.6	0.0	15.8	5.8
COc1cccc(CNC(=O)COC(=O)c2ccc(C(=O)c3ccccc3)cc2)c1	i	6.6	-9.8	-1.1	8.1	8.1	5.3	0.3	12.1
CCOC(=O)c1sc(C)c(C(=O)NCCCN2CCOCC2)c1N	i	-2.8	-4.0	1.3	-2.0	1.1	-3.9	-14.7	-8.2
CC(C)C1C(c2ccccc2)NC(c2ccccc2)CC1(O)c1ccc(F)cc1 (configuration not stated)	i	-8.6	-1.8	-3.8	1.2	-8.3	-4.2	18.0	32.5
O=C(c1cn(-c2ccccc2)nc1-c1ccncc1)N1CCCCC1	/	-3.7	-3.3	0.3	-4.1	-5.2	0.2	1.9	-7.5
CCOC(=O)Cn1c(=N)n(CCOc2cccc(C)c2)c2ccccc21	i	2.5	1.3	4.4	-9.1	8.4	0.0	16.2	-5.5
CCOc1ccc(NC(=O)C(=O)NCC2CCCN2CC)cc1 (configuration not stated)	i	4.3	-4.6	2.0	0.8	1.6	-1.3	5.2	-6.9
COc1ccc(O)c(C(=O)c2cnc3c(c2)c(C)nn3CCO)c1	i	1.6	-12.6	1.8	-7.0	1.1	-8.1	-7.1	-1.9
CCOc1ccc(-c2nnc(N)o2)cc1	i	1.1	-9.2	1.5	-6.5	2.6	-8.5	-23.3	-9.0
CC1Cc2ccccc2N1C(=O)CSc1nc(-c2ccccc2)cs1 (configuration not stated)	i	4.1	-9.6	-2.4	-1.2	4.2	8.0	12.8	24.3
CC(C)(C)c1ccc(C(=O)Nc2ccc(O)c3c(=O)cc(-c4ccccc4Cl)oc23)cc1	i	7.0	-2.9	2.8	-2.1	0.3	7.1	-2.0	30.9
CCC(=O)N1CCCC1(C)C(=O)Nc1ccc2scnc2c1 (configuration not stated)	i	4.6	-11.3	0.9	0.1	18.9	4.1	-2.5	-8.5
CCn1c(=O)oc2cc(NC(=O)CCl)ccc21	i	5.2	-5.1	2.5	-5.9	-9.3	8.8	-8.4	-4.9
CCOC(=O)c1c(NC(=O)C2CC=CCC2C(=O)O)sc(C)c1CC (configuration not stated)	i	-3.4	-4.1	-1.6	-0.5	18.3	5.3	-2.7	-5.8
CC(=O)N(c1nnc(-c2ccc(C)cc2)s1)C1CCCC1	i	-3.8	-0.5	-3.4	-6.4	5.4	-2.0	14.6	7.7
O=C(N/N=C/c1ccc(N2CCOCC2)o1)c1ccccc1[N+](=O)[O-]	i	0.2	-0.5	-5.2	13.8	23.4	-8.2	4.0	-8.2
Cc1ccc(OCc2ccc(C(=O)O)o2)cc1C	i	-2.9	-4.1	3.0	-3.2	1.2	13.0	-6.1	-2.7
COc1ccc(C(=O)COC(=O)CN2CC(=O)Oc3ccccc32)cc1Br	i	7.5	-0.2	1.5	3.1	-0.8	-13.2	-10.3	0.5
C=C1CCN([C@H](C(=O)NCc2ccco2)C(C)C)S(=O)(=O)c2ccccc21	i	2.8	-1.2	3.6	-9.3	8.5	-10.1	-5.4	1.9
N#Cc1ccccc1NC(=O)CN1C(=O)NC2(CCCC2)C1=O	i	1.5	0.2	-1.2	-7.0	-6.1	-6.5	25.6	-4.9
Cc1ccc(N(C(=O)c2csnn2)C(C(=O)NC2CCCCC2)c2ccncc2)c(C)c1 (configuration not stated)	i	1.0	-3.2	5.3	-7.2	6.0	5.5	9.6	-4.0
Cc1cccc(OCC(=O)NCCNC(=O)c2ccncc2)c1	i	2.3	-2.0	-0.4	-0.4	-7.8	5.7	3.9	-1.9
CC(C)=CCC/C(C)=C/CNC(=O)C[C@H]1C[C@H](C(=O)N(C(C)C)C(C)C)[C@@]2(C)c3[nH]c4cc(CCC(=O)N(C)C)ccc4c3CCN2C1=O	i	-3.0	2.8	-3.3	-5.0	2.0	-5.7	6.5	11.0
Cc1cc([N+](=O)[O-])nn1CC(=O)Nc1ccc(Cc2ccncc2)cc1	i	5.5	-7.4	-1.5	-0.4	13.8	1.1	-13.6	20.3
CCn1cc(C(=O)N2CCN(c3ccccn3)CC2)c(=O)c2cc(S(=O)(=O)N3CCC(C)CC3)ccc21	i	-1.4	-2.5	0.5	9.3	-3.3	-13.0	-19.3	5.6
Cc1ccc(C(=O)c2c[nH]c3c(F)cc(F)cc3c2=O)cc1	i	0.3	-3.6	2.4	-7.9	-0.6	4.6	2.5	-7.6
COCCCNC(=O)C[C@@H]1C[C@@]2(C(=O)OC)CCCCC=C2N(CCc2ccc(OC)c(OC)c2)C1=O	i	-3.2	/	/	/	/	-11.2	-19.4	/
Cc1ccc(OCc2nnc(SCC(=O)N3CCc4ccccc43)n2C)cc1	i	-1.8	-11.6	1.4	3.6	6.2	5.7	-8.4	-22.3
CCOc1cc(C2C(C(=O)c3ccco3)=C(O)C(=O)N2Cc2ccccc2)ccc1O (configuration not stated)	i	7.5	-1.0	4.9	0.2	5.9	-1.7	-9.9	-5.7
COc1ccc(OCCCC(=O)OCC(=O)Nc2sccc2C(N)=O)cc1	i	0.3	-1.1	0.7	-15.0	-10.9	-0.4	0.0	0.4
CCCCCCn1nc(C(=O)OCC(=O)c2c(N)n(C)c(=O)n(C)c2=O)c2ccccc2c1=O	i	2.6	-1.3	4.3	0.1	-7.1	-4.0	5.0	27.1
O=C(N/C=C/c1ccco1)Nc1cccc(Cl)c1	i	-5.7	-2.2	2.3	-1.1	-35.2	-83.7	3.6	-3.0
S=C(NCCCc1ccccc1)NCc1ccccc1	i	-0.9	-4.4	1.7	-5.2	-68.1	-42.3	-6.6	5.7
CC(C)=CCC[C@H](C)C[C@@H]1CC2=C(C(=O)OC(C)(C)O2)[C@H](c2ccc(Cl)cc2)O1	i	-1.9	-1.4	-1.2	-6.9	4.2	7.1	1.2	23.4
CC(O)c1cccc(NC(=O)C2CCCCC2)c1 (configuration not stated)	i	0.9	-5.2	1.3	2.2	-1.3	14.0	-1.0	-7.1
